Bioassay records (PubChem)
PKA-R1A activ: activators of PKA-R1A complex; P00514+P68181; PKA-R1A dissociation, Cy5-IP20 fluorescence polarization; scaled: DMSO 0%, 113 µM cGMP 100%; activation, % at 11.4 µM; hit rate 0.083% among 340,000;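 active means percent activation above the mean of all tested compounds plus 3 SD, cut at about 19% in these data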;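 further: higher means more PKAc released from R1A so a rise in polarization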
Ecoli viability: bacterial growth inhibition, counter-screen for AddAB inhibitors. E. coli V3065 growth, OD600 absorbance, 18 h. inhibition, % at 11.9 µM. hit rate 0.27% among 330,000. AID 449728;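 active means inhibition above the campaign's mean inhibition across all tested compounds plus 3 SD, cut at about 9.9% in these data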;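 further: uninfected addAB+ strain grown without phage in ampicillin broth; 0% = DMSO wells and 100% = ciprofloxacin 0.95 µg/ml wells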
phage Ecoli inh: E. coli growth loss with phage present; growth absorbance; inhibition, % at 11.9 µM; hit rate 0.26% among 360,000; AID 651602; in the data active means inhibition above about 11%
Arr AP2 block: inhibitors of human beta-arrestin and AP2 interaction; AID 504490; inhibition, % at 10 µM; hit rate 0.31% among 340,000; FITC-arrestin peptide / GST-AP2 beads, flow cytometry; AP2 beta2 appendage carries R879A mutation;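 active means inhibition above a set limit, near 3 SD of compounds lacking own fluorescence, cut at about 54% in these data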;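 further: plate controls were DMSO wells for no effect and 5 µM unlabelled arrestin peptide for full effect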
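System: GST-AP2 R879A glutathione beads | Also added: FITC-arrestin peptide, 50 nM | Times: 12 min plus 1 h, RT | Signal: Bead flow cytometry, FITC channel | Buffer or medium: PBS with 0.05% Tween 20 and 0.1% BSA | Read-out basis: Percent drop in bead-associated FITC signal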
AddAB inh: less growth of phage-infected E. coli with AddAB | E. coli expressing H. pylori AddAB, absorbance growth | inhibition, % at 11.9 µM | hit rate 0.29% among 330,000; in the data active means inhibition above about 12%;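 further: 0% = vehicle wells of infected cells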
Pemphigus Ab inh: blocks pemphigus antibody binding to human desmoglein-3. P32926. DSG3-coupled beads, scFv-anti-DSG3-GFP binding, flow cytometry; hits give low values. binding (percent of control), % at 10 µM. hit rate 0.48% among 310,000. AID 588358;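 active means binding more than 3 SD below its plate's average and above zero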;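 further: hits lower antibody fragment binding to DSG3; some compounds called inactive have numbers as strong as hits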
Target sequence (P32926 whole entry, looked up, the tested form may be a part): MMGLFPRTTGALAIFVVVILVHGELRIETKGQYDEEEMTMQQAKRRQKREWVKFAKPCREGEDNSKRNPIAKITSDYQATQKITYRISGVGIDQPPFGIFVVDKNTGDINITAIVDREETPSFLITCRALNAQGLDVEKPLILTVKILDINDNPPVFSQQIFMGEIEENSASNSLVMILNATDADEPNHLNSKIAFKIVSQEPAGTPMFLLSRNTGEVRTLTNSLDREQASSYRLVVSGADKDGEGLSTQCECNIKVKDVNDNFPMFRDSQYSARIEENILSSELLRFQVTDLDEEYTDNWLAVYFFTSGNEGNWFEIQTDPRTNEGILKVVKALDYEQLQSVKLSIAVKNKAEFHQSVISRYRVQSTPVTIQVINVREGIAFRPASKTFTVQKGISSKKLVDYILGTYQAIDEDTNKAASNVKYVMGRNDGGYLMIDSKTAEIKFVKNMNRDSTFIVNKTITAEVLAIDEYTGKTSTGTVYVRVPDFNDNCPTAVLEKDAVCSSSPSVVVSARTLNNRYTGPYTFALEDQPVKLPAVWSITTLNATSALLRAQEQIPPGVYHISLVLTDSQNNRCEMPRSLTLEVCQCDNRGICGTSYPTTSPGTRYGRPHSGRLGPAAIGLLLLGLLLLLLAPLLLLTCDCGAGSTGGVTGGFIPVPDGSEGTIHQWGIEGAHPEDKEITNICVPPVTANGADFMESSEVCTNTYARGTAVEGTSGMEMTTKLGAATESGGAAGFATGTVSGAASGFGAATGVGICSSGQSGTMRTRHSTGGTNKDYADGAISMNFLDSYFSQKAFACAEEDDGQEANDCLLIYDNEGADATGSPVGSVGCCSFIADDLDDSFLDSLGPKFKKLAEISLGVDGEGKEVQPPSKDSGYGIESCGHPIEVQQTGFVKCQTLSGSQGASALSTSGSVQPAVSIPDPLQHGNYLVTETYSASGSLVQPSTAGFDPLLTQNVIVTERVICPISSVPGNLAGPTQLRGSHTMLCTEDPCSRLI
PfHsp90 yeast 2: growth inhibition of yeast expressing Plasmodium Hsp90; S. cerevisiae expressing PfHsp90, BacTiter-Glo ATP, 48 h; yeast lacking PDR1 and PDR3 efflux regulators; inhibition, % at 9.4 µM; hit rate 0.32% among 310,000; AID 504621;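 active means every replicate shows inhibition above about 80%, whatever the replicate mean, limit read from the data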;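 further: 0% = DMSO neutral controls and 100% = 20 µM radicicol positive controls; yeast relying on Plasmodium falciparum Hsp90 in place of its own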
Mot1-301 SUMO: SUMOylation pathway inhibition by Mot1-301 growth rescue; AID 2716; growth rescue, % at 18.8 µM; hit rate 1% among 320,000; S. cerevisiae Mot1-301 growth rescue, ATP luminescence, 38.5C; percent above DMSO median, 100 means doubled;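 active means every valid replicate shows activation above 250% relative to neutral control wells; inactive means the rest, any valid replicate at or below 250%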;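 further: OY570 slx delta 5 strain wells were the positive control but not used for scaling; some compounds called inactive have numbers as strong as hits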
OPRM1-OPRD1 ag: agonists of human mu-delta opioid receptor heterodimerization; hit rate 0.3% among 340,000; AID 504326; activation, % at 9.3 µM; cells, OPRM1-OPRD1 heterodimerization, luminescence; in the data active means activation above about 18%;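 further: 0% = vehicle-treated cells and 100% = reference agonist; values of inactives mirror those of a sister screen read the other way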
MOR-DOR inv ag: inverse agonists of human mu-delta opioid receptor heterodimerization; hit rate 0.21% among 340,000; P35372+P41143; cell-based MOR-DOR heterodimer luminescence, inverse agonism; inhibition, % at 9.3 µM; in the data active means inhibition above about 22%, passing the limit was not always enough;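 further: 0% = cells with DMSO and 100% = wells without cells with DMSO; values of inactives mirror those of a sister screen read the other way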
Tat transport: E. coli Tat transport inhibition. hit rate 0.036% among 340,000. AID 488895. E. coli MC4100 TorA-mCherry Tat export, fluorescence. inhibition, % at 10 µM;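 active means mean replicate inhibition at least 50% and at least half of replicates individually reaching 50%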;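 further: exported cargo escapes ClpAP degradation while cytoplasmic cargo is degraded and loses fluorescence; 0% = median of neutral control wells and 100% = median of NaSCN control wells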
* = called active by the depositor; nt = no result given.

Structure,PKA-R1A activ,Ecoli viability,phage Ecoli inh,Arr AP2 block,AddAB inh,Pemphigus Ab inh,PfHsp90 yeast 2,Mot1-301 SUMO,OPRM1-OPRD1 ag,MOR-DOR inv ag,Tat transport
Cc1ccccc1NC(=S)N(CCN(C)C)C(C)c1ccco1 (stereo unspecified),4,-0.7,0.1,7,2.4,104,6,-14,0.6,-3,0
O=C(CCN1C(=O)/C(=C/C=C/c2ccccc2)SC1=S)Nc1nc2ccccc2s1,-2,-0.3,3.3,24,0.0,92,-14,-11,0.1,0,1
Cc1ccc(S(=O)(=O)N2CC=C(C(=O)NCc3ccc(F)cc3)CC2)cc1,-3,-0.3,-1.7,-5,4.3,108,-7,-15,3.3,-17,-6
COc1ccc(OC)c(NC(=O)CSc2nnc(-c3cccnc3)s2)c1,-4,-0.8,0.4,-10,0.0,102,-17,13,-2.0,10,3
Cc1cc(NS(=O)(=O)c2ccc(NC(=O)NC(C)(C(F)(F)F)C(F)(F)F)cc2)no1,-4,4.7,0.8,4,9.0,99,-25,-4,-3.3,18,1
O=C(CSc1ccccc1C(=O)O)NC12CC3CC(CC(C3)C1)C2,-6,0.0,1.7,-3,1.3,99,-37,344,-0.8,4,-6
N/C(=N/OS(=O)(=O)c1ccc([N+](=O)[O-])cc1)c1ccncc1,-11,-1.4,1.1,1,-0.8,128,23,21,-0.3,1,-3
CCN(CC)c1ccc(C(=O)OCc2cc(=O)oc3cc(O)ccc23)cc1,0,-3.7,4.4,-3,1.4,86*,-2,460,4.8,-24,3
COc1cc(C=C2C(=O)c3ccccc3C2=O)ccc1O,12,1.8,3.4,10,-0.9,88,4,-26,-2.8,14,9
CCc1nnc(NC(=O)CSc2nnc(Cc3cccn3C)n2CCOC)s1,-1,2.2,1.8,13,0.2,102,0,-10,-0.3,2,0
COC(=O)C1=C(Nc2cc(Cl)cc(Cl)c2)CSC1,-1,4.0,2.5,29,7.9,95,-14,9,-1.6,8,6
CC(C)CNc1nc2c(c(=O)n(C)c(=O)n2C)n1Cc1cccc(Br)c1,-5,-0.7,3.8,-1,1.1,nt,-10,-14,-1.9,8,-2
C/C(Cl)=C\Cn1c(NCCCn2ccnc2)nc2c1c(=O)n(C)c(=O)n2C,0,2.1,4.6,nt,-0.2,109,6,7,-2.6,13,-6
COc1ccc(-c2cc(C(=O)NCc3cccs3)no2)cc1,-8,-0.9,-0.5,1,0.0,93,-33,7,-0.7,4,11
Cc1c(C(=O)N2CCCCC2)c(S(=O)(=O)Nc2cccc(Br)c2)c(C)n1C,-8,1.0,0.0,30,3.2,102,-38,0,-0.7,4,-2
O=C(N/N=C1\NC(=O)C(CO)(CO)S1)c1ccccc1,-1,0.3,3.3,5,-0.6,116,8,18,-2.0,10,-10
C(=N\n1c2ccccc2c2ccccc21)/c1ccccc1,-10,-0.8,-0.7,7,3.0,nt,-9,-19,0.7,-4,6
Cc1ccc2nc(-c3cccc(-c4cccc(Cl)c4)c3)c(NCc3ccccc3)n2c1,-16,-0.7,1.0,0,1.1,103,-11,-14,1.2,-7,6
Oc1ccc(-c2cn3c(n2)SCC3)cc1O,-4,2.1,2.6,10,5.8,nt,nt,-17,-0.6,3,-13
CCOC(=S)SCC(=O)N1CCc2cc(OC)c(OC)cc2C1C1C(=O)CC(C)(C)CC1=O (stereo unspecified),3,-0.4,3.2,1,-0.5,91,-9,-5,-1.6,8,1

Structure,PKA-R1A activ,Ecoli viability,phage Ecoli inh,Arr AP2 block,AddAB inh,Pemphigus Ab inh,PfHsp90 yeast 2,Mot1-301 SUMO,OPRM1-OPRD1 ag,MOR-DOR inv ag,Tat transport
CCOc1ccc(C=O)cc1CN1CCCCC1,2,-4.6,2.6,-6,3.4,105,-7,-22,-0.3,2,-4
O=c1c(Br)c(N2CCOCC2)cnn1-c1ccccc1,3,0.0,3.8,-8,1.8,100,13,54,-1.8,10,-5
CN(CC(=O)NCCc1ccccc1)S(=O)(=O)c1cccs1,-3,2.4,3.7,4,6.1,98,5,8,-1.4,6,-1
O=C(Cc1ccccc1)Nn1c(O)c(/C=C2\C=Nc3ccccc32)sc1=S,-8,-4.0,5.9,20,-2.2,85,14,-10,0.0,0,-1
Nc1nc(-c2ccccn2)nc(N)c1Cc1ccc(Cl)cc1Cl,-8,5.4,0.9,-8,0.7,82,16,101,-7.2,36*,-9
O=C(c1ccc(Br)o1)N1CCN(c2ccc3nnc(-c4ccc(F)cc4)n3n2)CC1,0,1.1,2.8,5,-2.0,102,3,1,0.3,-2,0
CC(=O)Oc1ccc2c3c(c(=O)oc2c1)CCCC3,-6,1.1,2.5,-10,1.7,102,-2,1,-2.2,10,2
COc1ccc(NC(=O)c2cc(S(=O)(=O)N3CCOCC3)ccc2C)cc1S(=O)(=O)N1CCOCC1,7,4.3,3.3,8,-0.2,121,22,4,-2.0,10,3
CSCCC(NS(=O)(=O)c1ccc2ccccc2c1)C(=O)O (stereo unspecified),2,-2.9,2.5,45,0.2,89,-3,9,-0.5,3,-12
C=CCNC(=O)N1CCC(CO)(Cc2ccc(Cl)cc2)CC1,-9,0.1,4.3,0,3.0,107,16,-11,-0.8,6,-6
O=C(Cc1ccc(Br)cc1)Nc1cccc(Cl)c1,nt,1.1,7.1,-11,2.4,101,-15,-11,nt,nt,-3
COc1cc(C(=O)Nc2sc3c(c2C(=O)NCc2ccco2)CCCC3)cc(OC)c1OC,-13,-1.1,1.8,8,0.1,89,7,213,1.2,-7,0
Cc1nc(-c2noc(-c3ccccc3Cl)n2)c(C(F)(F)F)o1,-9,-0.6,2.9,-10,0.4,106,-15,8,5.7,-28,3
COc1cc(C(=O)Nn2c(CC(C)C)nc3ccccc3c2=O)cc(OC)c1OC,0,1.5,-1.2,39,-0.5,109,nt,0,0.9,-5,-9
CCC(C)(C)n1nnnc1C(C(C)C)N(CCN1CCOCC1)Cc1cc2cccc(C)c2[nH]c1=O (stereo unspecified),6,0.8,3.3,-2,0.4,101,-3,-1,-0.5,3,2
COc1ccc(NC(=O)c2cc(C)cc(C)c2)cc1S(=O)(=O)N1CCCCC1,-17,-1.8,0.6,-14,-1.3,100,-1,1,-3.3,13,4
CC1CCCCN1C(=O)CN1C(=O)CN(C)C(=O)c2ccccc21 (stereo unspecified),-6,-1.9,0.6,4,0.3,62,16,424,0.5,-3,-5
COc1cc(OC)cc(C(=O)NCC(=O)NCCN2C(=O)S/C(=C\c3ccccc3Cl)C2=O)c1,-5,-3.5,0.9,1,0.2,101,-4,-14,2.8,-12,7
COc1ccc2c(CC(=O)NCCN3C(=O)S/C(=C\c4cccnc4)C3=O)coc2c1,1,-0.4,-0.9,5,1.2,89,-4,4,-0.6,3,5
CC1=C(C(=O)Nc2ccc(Br)cc2)C(c2ccco2)NC(=O)N1 (stereo unspecified),-8,0.3,2.7,4,4.9,104,-14,228,-0.3,2,1

Entries listed so far marked active in MOR-DOR inv ag:
compound	PKA-R1A activ	phage Ecoli inh	Arr AP2 block	AddAB inh	Pemphigus Ab inh	Mot1-301 SUMO	OPRM1-OPRD1 ag	MOR-DOR inv ag	Tat transport
Nc1nc(-c2ccccn2)nc(N)c1Cc1ccc(Cl)cc1Cl	-8	0.9	-8	0.7	82	101	-7.2	36*	-9

Next results follow.
Structure,PKA-R1A activ,Ecoli viability,phage Ecoli inh,Arr AP2 block,AddAB inh,Pemphigus Ab inh,PfHsp90 yeast 2,Mot1-301 SUMO,OPRM1-OPRD1 ag,MOR-DOR inv ag,Tat transport
CCC(=O)c1cn(/C(=C\C(=O)OC(C)(C)C)CCC(OC)OC)cc1CC,3,-0.1,1.2,21,-0.2,100,1,8,2.2,-12,1
Cc1cc(C)c(OCCOCCN2CCNCC2)c(C)c1,3,-1.3,2.0,9,-1.7,113,6,-5,4.4,-26,1
CCn1c(SCC(=O)NC2CCCC2)nnc1C(C)C,-3,-1.1,1.5,-15,1.3,nt,18,3,0.5,-4,-3
O=C1OC(=O)C2C1[C@@H]1CC[C@H]2O1 (stereo partly specified),-4,-0.1,3.2,-8,-2.4,nt,19,9,-2.6,14,0
CCc1ccc(NC(=O)c2nc(S(=O)(=O)Cc3ccccc3)ncc2Cl)cc1,0,-0.4,0.6,4,2.1,119,99*,171,-4.1,21,2
CC(=O)Nc1cn(-c2ccccc2)nc1-c1ccccc1,4,0.3,1.5,-2,-0.3,99,-17,-5,-1.2,6,0
Cc1ccc2c(CN(C)Cc3ccc(Cl)cc3Cl)cc(=O)oc2c1,0,0.1,0.1,-2,0.9,121,-54,-14,1.2,-10,-11
Cc1cc(CNC(=O)C2CCC(=O)N(CCc3ccc(Cl)cc3)C2)no1 (stereo unspecified),0,-1.0,0.5,-6,2.0,112,-1,-17,-4.1,21,-7
COc1cc(NC(=O)COC(=O)CCc2nc3ccccc3c(=O)[nH]2)cc(OC)c1,3,-0.3,4.0,-2,1.1,94,3,-4,-3.4,17,-8
COc1ccc(C/C(=N\OC(C)=O)c2ccc(OC)cc2)cc1,-6,1.6,nt,-17,1.4,104,-12,18,-1.9,9,3
COc1nc(NCCN2CCOCC2)nc(Nc2ccc([N+](=O)[O-])cc2)n1,-9,1.2,2.0,7,1.4,99,-3,-14,-0.5,3,3
COc1cccc(CNC(=O)N2CCN(S(=O)(=O)c3ccc(Cl)cc3)CC2)c1,-1,-3.5,1.9,1,0.3,111,-5,261,1.0,-6,-2
O=C1/C(=C/c2ccc(F)cc2)Oc2cc(OC(=O)N3CCOCC3)ccc21,9,2.1,-0.2,0,1.2,104,7,-25,0.0,0,2
Cc1nc(SCC(=O)N2CCc3ccccc32)n[nH]1,5,1.2,2.1,16,2.7,91,-2,7,-1.6,9,-2
O=C(CCc1nnc2ccc(NCc3ccccc3)nn12)NC1CCCCC1,-4,-2.7,4.5,28,1.5,nt,0,-5,-2.3,13,2

Compound profiles (already shown). Order of values: PKA-R1A activ	Ecoli viability	phage Ecoli inh	Arr AP2 block	AddAB inh	Pemphigus Ab inh	PfHsp90 yeast 2	Mot1-301 SUMO	OPRM1-OPRD1 ag	MOR-DOR inv ag	Tat transport
Profile of `COc1cc(NC(=O)COC(=O)CCc2nc3ccccc3c(=O)[nH]2)cc(OC)c1` : 3	-0.3	4.0	-2	1.1	94	3	-4	-3.4	17	-8
Profile of `O=C1/C(=C/c2ccc(F)cc2)Oc2cc(OC(=O)N3CCOCC3)ccc21` : 9	2.1	-0.2	0	1.2	104	7	-25	0.0	0	2

Some values from the entries so far:
O=C(N/N=C1\NC(=O)C(CO)(CO)S1)c1ccccc1 in AddAB inh reads -0.6
O=c1c(Br)c(N2CCOCC2)cnn1-c1ccccc1 in Arr AP2 block reads -8
Cc1cc(NS(=O)(=O)c2ccc(NC(=O)NC(C)(C(F)(F)F)C(F)(F)F)cc2)no1 in MOR-DOR inv ag reads 18
CC1CCCCN1C(=O)CN1C(=O)CN(C)C(=O)c2ccccc21 (stereo unspecified) in OPRM1-OPRD1 ag reads 0.5
COc1ccc(-c2cc(C(=O)NCc3cccs3)no2)cc1 in PfHsp90 yeast 2 reads -33
